Compound activity (PubChem)
FLuc inh: blocks Photinus pyralis firefly luciferase activity; purified firefly luciferase, luminescence, 8 min; Potency, µM (doses to about 57.1 µM), without a hit: at the top dose activity change, negative = inhibition, hits mostly inhibitors; 72,000 compounds, 2.2% hits; also: potency is read from the fitted curve at half-maximal effect; % is scaled to controls: 0 for no effect and ±100 for the full control effect; nearly all actives have a fitted effect of over 40% in size
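Compounds were tested as concentration series (qHTS) against purified P. pyralis luciferase with luciferin and 10 uM ATP in 50 mM imidazole pH 7.2, 50 mM KCl, 7 mM MgCl2, 0.01% Tween 20, 0.05% BSA. Luminescence was read after 8 min at ambient temperature.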
Rhodamine autofl: compound fluoresces in the rhodamine spectral region | Rhodamine-region fluorescence, 547/598 nm, Tris buffer; hits give high values | 59,000 compounds, 0.05% hits | max dye-equivalent concentration, M; in the data active = max dye-equivalent concentration above about 11 nM; inconclusive = between about 1.1 nM and that limit
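Read-out is relative fluorescence at 547 nm excitation and 598 nm emission, expressed as dye-equivalent concentration using rhodamine standards on every plate. Each compound was profiled across a concentration series after 15 min in 100 mM Tris, pH 8.0.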
Texas Red fluor: compounds fluorescent in Texas Red spectral region | Compound fluorescence, Texas Red channel, 547/618 nm; hits give high values | 59,000 compounds, 0.06% hits | max dye-equivalent concentration, M; in the data active = max dye-equivalent concentration above about 10 nM; inconclusive = between about 1.1 nM and that limit
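Dye-equivalent concentrations come from scaling compound signal (ex 547, em 618 nm) to six Texas Red standard concentrations run on every plate, after 15 min room-temperature incubation in pH 8.0 Tris (100 mM).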
Fluorescein autfl: fluorescein region autofluorescence; AID 593; max fluorescein-equivalent concentration, M; 59,000 compounds, 0.91% hits; Compound autofluorescence, 480/540 nm, fluorescein-equivalent; hits give high values; in the data active = max fluorescein-equivalent concentration above about 10 nM; inconclusive = between about 1.1 nM and that limit
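Library compounds, added at multiple concentrations to pH 8.0 Tris buffer (100 mM), incubate 15 min at room temperature before CCD imaging at 480 nm excitation and 540 nm emission.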
Tau fil binding: binds recombinant human tau filaments | P10636 | recombinant tau filaments, thioflavin S fluorescence, 15 h; filaments grown with octadecylsulfate alongside compound | Potency, µM (doses to about 57.1 µM), inactives show at the highest dose activity change, negative = inhibition | 71,000 compounds, 2% hits;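 also: potency is read from the fitted curve at half-maximal effect; % is scaled to controls: 0 for no effect and ±100 for the full control effect; actives lower thioflavin S fluorescence by blocking filaments or displacing dye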
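Assay mix: 1 uM His-tagged tau, 30 uM sodium octadecylsulfate, thioflavine S dye in HEPES/NaCl/DTT buffer. Compound is added prior to the inducer. Fluorescence after 15 h at 37 C.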
A350 autofl: compound fluoresces in the Alexa 350 spectral region; Compound autofluorescence, 340/450 nm, Alexa 350 dye-equivalents; hits give high values; max dye-equivalent concentration, M; 59,000 compounds, 11% hits; AID 590; in the data active = max dye-equivalent concentration above about 10 nM; inconclusive = mostly about 1.1 nM to 9.6 nM
HEK293 cAMP ctrl: parental HEK293 cAMP activation (counter-screen); parental HEK293 CNG cAMP sensor, membrane potential fluorescence; Potency, µM (series often up to 57.1 µM), for the others: at the highest dose activation, usual class: activators; 73,000 compounds, 2.5% hits; also: potency is read from the fitted curve at half-maximal effect; % of control where 0% means no effect; nearly all actives have a fitted effect of over 55% in size
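Parental HEK 293 cells stably expressing a modified CNG channel (no TSHR) report cAMP rise as membrane depolarization. Membrane potential dye with 100 uM RO 20-1724 was loaded for 60 min at room temperature, then compound added for 30 min; fluorescence read at 590 nm.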
4MU fluor: compounds fluorescent in 4-MU spectral region; compound autofluorescence, 340/450 nm, 4-MU equivalents; hits give high values; 59,000 compounds, 11% hits; AID 589; max dye-equivalent concentration, M; in the data active = max dye-equivalent concentration above about 10 nM; inconclusive = mostly about 1.1 nM to 9.6 nM
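Intrinsic fluorescence at 340/450 nm (ex/em) was read after 15 min at room temperature in pH 8.0, 100 mM Tris. Each compound concentration expressed as 4-MU-equivalent concentration from a six-point 4-MU standard series on each plate.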
Caspase-7 inhib: caspase-7 (human) inhibition, allosteric or competitive; P55210; recombinant caspase-7, Ac-DEVD-AFC fluorescence rate; Potency, µM (doses to about 57.5 µM), inactives show top-dose activity change, negative = inhibition, usual class: inhibitors; 75,000 compounds, 0.02% hits; AID 889; active = well fitted inhibition curve with a large enough effect in the main read-out, with a control signal flat, not every such curve was filed as active; inconclusive = small, poorly fitted or top-dose-only effect, or a change in a side signal; also: potency is read from the fitted curve at half-maximal effect; % of control where 0% means no effect
ERK AVP block: inhibitors of vasopressin-stimulated ERK signaling pathway | HEK293-V1b, vasopressin-stimulated pERK AlphaScreen | Potency, µM (series often up to 57.5 µM), inactives show at the highest dose activity, negative = inhibition, usual class: inhibitors | 72,000 compounds, 0.99% hits; also: potency is read from the fitted curve at half-maximal effect; % is scaled to controls: 0 for no effect and ±100 for the full control effect; nearly all actives have a fitted effect of over 55% in size
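V1b-HEK293 cells; cpd 30 min 37C; 25 nM vasopressin 5 min; lyse 10 min; AlphaScreen beads 5 hr RT. Normalized to DMSO basal and 25 nM vasopressin; AC50 by Hill fit.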
Caspase-1 inhib: caspase-1 (human) inhibition, allosteric or competitive; P29466; Potency, µM (top dose mostly 57.5 µM), inactives show at the top dose activity change, negative = inhibition, hits mostly inhibitors; AID 900; Caspase-1 enzyme, Ac-WEHD-AFC fluorogenic rate; 75,000 compounds, 0.03% hits;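 also: potency is read from the fitted curve at half-maximal effect; plate controls were vehicle for no effect and no substrate for full effect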
Starred values were filed as active, the others as inactive; i = inactive; ? = inconclusive; / = no result given; [ ] = dose if it differs, or a comment. Unless noted, calls follow the shape of the dose curve; as a rule, active = well fitted curve in the direction sought with a large enough effect; inconclusive = small, poorly fitted or top-dose-only effect, or another doubt; inactive = no such curve, though single readings can be large; an effect the other way counts as inactive or inconclusive. These rows are one share of the data; count on the stated rates, not on these rows.

Values run as follows: FLuc inh	Rhodamine autofl	Texas Red fluor	Fluorescein autfl	Tau fil binding	A350 autofl	HEK293 cAMP ctrl	4MU fluor	Caspase-7 inhib	ERK AVP block	Caspase-1 inhib
(1) O=C(COC(=O)CNC(=O)c1ccc(Br)o1)Nc1ccc2c(c1)OCCO2
    -1%	i	i	i	-6%	i	4%	i	0%	14%	-1%
(2) CC1(C)CC(=O)C2=C(C1)Nc1ccccc1NC2c1nc2ccccc2[nH]1 (stereo not given)
    0%	/	/	/	-2%	/	11%	/	-1%	-3%	2%
(3) Oc1ccc(-c2nc(-c3ccc(O)c(O)c3)cs2)cc1
    -22%	/	/	/	?	/	-35%[inhibitor]	/	-14%	?	-3%
(4) O=C(c1cnccn1)N1CCC2(CC1)CN(Cc1nccs1)C2
    1%[11.4 µM]	i	i	i	2%	i	-5%	i	-1%	4%	-4%
(5) CCS(=O)(=O)N1CCN(C(=O)CC(C)C)CC1
    0%	i	i	?	5%	i	1%	i	0%	-17%	0%
(6) COc1cccc(OC)c1C(=O)Nc1ccc(CN2CCCCC2)cc1
    -2%	i	i	i	9%	i	14%	i	0%	-17%	0%
(7) CC(=O)N(C(C)=O)c1ccc2nc(C)[nH]c(=O)c2c1
    2%	i	i	i	-17%	?	0%	i	0%	-8%	-1%
(8) COc1cccc(NS(=O)(=O)c2cc(C)sc2C)c1
    2%	i	i	i	-6%	i	4%	i	1%	6%	-2%
(9) NC1=CC(=O)c2cccc3cccc1c23
    -10%	i	i	3.6e-08M*	62%	?	4%	?	-13%	36%	-14%
(10) CCc1nnc(NC(=O)CSc2nnc(COc3ccc(C#N)cc3)n2-c2ccccc2)s1
    4%	i	i	?	23%	i	11%	i	0%	-10%	1%

Another view of some results above.
6: COc1cccc(OC)c1C(=O)Nc1ccc(CN2CCCCC2)cc1
  FLuc inh: -2%	Rhodamine autofl: i	Texas Red fluor: i	Fluorescein autfl: i	Tau fil binding: 9%	A350 autofl: i	HEK293 cAMP ctrl: 14%	4MU fluor: i	Caspase-7 inhib: 0%	ERK AVP block: -17%	Caspase-1 inhib: 0%

7: CC(=O)N(C(C)=O)c1ccc2nc(C)[nH]c(=O)c2c1
  FLuc inh: 2%	Rhodamine autofl: i	Texas Red fluor: i	Fluorescein autfl: i	Tau fil binding: -17%	A350 autofl: ?	HEK293 cAMP ctrl: 0%	4MU fluor: i	Caspase-7 inhib: 0%	ERK AVP block: -8%	Caspase-1 inhib: -1%

8: COc1cccc(NS(=O)(=O)c2cc(C)sc2C)c1
  FLuc inh: 2%	Rhodamine autofl: i	Texas Red fluor: i	Fluorescein autfl: i	Tau fil binding: -6%	A350 autofl: i	HEK293 cAMP ctrl: 4%	4MU fluor: i	Caspase-7 inhib: 1%	ERK AVP block: 6%	Caspase-1 inhib: -2%

The list continues.
Values run as follows: FLuc inh	Rhodamine autofl	Texas Red fluor	Fluorescein autfl	Tau fil binding	A350 autofl	HEK293 cAMP ctrl	4MU fluor	Caspase-7 inhib	ERK AVP block	Caspase-1 inhib
(11) O=C(O)[C@@H](S)[C@H](S)C(=O)O
    -2%[11.4 µM]	i	i	i	2%[11.4 µM]	i	-5%[11.4 µM]	i	0%[11.5 µM]	2%[11.5 µM]	-1%[11.5 µM]
(12) CC(C)Oc1ccc(C2CC(=O)N(c3cccc(C(=O)O)c3)C2=O)cc1 (stereo not given)
    -8%	/	/	/	10%	/	3%	/	-1%	-1%	2%
(13) c1ccc2c(c1)CCCN2Cc1nnnn1CC1CCCO1 (stereo not given)
    1%	i	i	?	161%	?	?	?	-29%	24%	?
(14) CCC(c1nnnn1Cc1ccc(F)cc1)N(CCCO)Cc1cc2cc3c(cc2[nH]c1=O)OCO3 (stereo not given)
    -1%	i	?	i	23%	1.1e-07M*	14%	1.2e-07M*	-19%	-13%	?
(15) Cc1nnc(SCc2cc(=O)[nH]c(N3CCN(Cc4ccccc4)CC3)n2)s1
    -2%	i	?	i	42%	i	25%	i	0%	0%	3%
(16) CCCn1c(=O)c(C)cn2nc(N)nc12
    -1%	/	/	/	?	/	3%	/	0%	-22%	2%
(17) CN(C)c1ccc(NC(=O)CC2NCCNC2=O)cc1 (stereo not given)
    1%	i	i	?	-7%	i	-1%	i	1%	-24%	0%
(18) CN(C)Cc1cc(C(F)(F)F)ccc1C(O)(c1ccccc1)c1ccccc1
    3%[11.4 µM]	i	i	i	-22%[11.4 µM]	i	11%[11.4 µM]	i	-1%[11.5 µM]	2%[11.5 µM]	-2%[11.5 µM]
(19) CCn1c(N)c(C(=O)NC2CCCCC2)sc1=S
    -2%	i	i	i	4%	i	-6%	i	1%	-16%	-3%
(20) Cc1nnc(NC(=O)c2ccco2)s1
    0%	/	/	/	1%	/	7%	/	1%	/	-1%
(21) CN(C)C(=O)/N=N\C(=O)N(C)C
    -12%	i	i	?	-8%	i	?	i	2%	8%	7%
(22) Cn1c(N)c(C#N)c(C#N)c1-c1ccccc1
    2%[25.5 µM]	i	i	?	/	i	/	i	/	/	/
(23) Cc1c(N2C(=O)C(C)SC23C(=O)Nc2ccccc23)c(=O)n(-c2ccccc2)n1C (stereo not given)
    1%	i	?	i	-6%	i	6%	i	-2%	-11%	-1%
(24) COc1cccc(C2C(C#N)=C(N)Oc3cc(C)n(Cc4ccccn4)c(=O)c32)c1OC (stereo not given)
    0%	i	i	i	21%	?	6%	i	0%	4%	-2%
(25) CC(C)n1c(N2CCN(C(=O)N3CCCCC3)CC2)nc2ccccc21
    2%	i	i	i	-10%	1.8e-08M*	12%	1.9e-08M*	0%	4%	-3%
(26) CC(C)c1[nH]nc2c1C(c1cccnc1)C(C#N)=C(N)O2 (stereo not given)
    -6%	i	?	i	-9%	i	2%	i	-1%	-5%	4%
(27) CCc1cc2c(=O)n(C(C)C(=O)OC3CCCCC3)cnc2s1 (stereo not given)
    -3%	i	i	?	-23%	?	6%	?	-1%	1%	-2%
(28) c1ccc(Cc2nnc3n2CCCCC3)cc1
    0%[25.5 µM]	i	i	i	/	i	/	i	/	/	/
(29) O=C(CSc1nc2ccccc2[nH]1)NCCCn1ccnc1
    1%	i	i	i	1%	?	0%	i	0%	-12%	0%
(30) COc1ccc(-c2nnn(CC(=O)OC3CCCCC3)n2)cc1OC
    -2%	i	i	i	-5%	i	21%	i	-3%	4%	-1%

Further results
item | canonical_smiles | FLuc inh | Rhodamine autofl | Texas Red fluor | Fluorescein autfl | Tau fil binding | A350 autofl | HEK293 cAMP ctrl | 4MU fluor | Caspase-7 inhib | ERK AVP block | Caspase-1 inhib
31 | CN(C)c1cccc(C(=O)Nc2cccc(F)c2)c1 | 16µM* | i | ? | i | -29% | i | -3% | i | 0% | -16% | -1%
32 | O=C(Nc1cccc(Cl)c1)N1CCN(Cc2ccccc2)CC1 | 16µM* | / | / | / | 4% | / | ? | / | -3% | -2% | -2%
33 | c1cncc(-c2nc3cc(Cc4ccc5oc(-c6cccnc6)nc5c4)ccc3o2)c1 | 0% | i | ? | ? | 14% | i | -2% | i | 2% | -13% | -4%
34 | COc1cc(-c2nnc3sc(-c4ccncc4)nn23)cc(OC)c1OC | 2% | i | ? | i | -21% | i | -2% | i | 1% | -22% | -1%
35 | CC(C)n1c(-c2ccco2)csc1=Nc1cccnc1 | 0% | i | i | ? | -15% | i | ? | i | 0% | ? | -3%
36 | CC(=O)c1cc2c(cc1NS(=O)(=O)c1ccc3c(c1)OCCO3)OCO2 | -2% | i | i | i | 3% | i | 14% | i | -3% | -27% | -3%
37 | Cc1nccn1CC(O)COC1CCCCC1 (stereo not given) | 1% | i | i | ? | 3% | i | 18% | i | -2%[0.00368 µM] | 12% | 0%
38 | COc1cc(OC)cc(C(=O)NCc2cccnc2)c1 | 0% | i | ? | ? | 6% | i | 7% | i | -3% | 4% | 0%
39 | Cc1ccc(S(=O)(=O)NCc2ccncc2)cc1 | 0% | i | i | i | 6% | i | 12% | i | 0% | 7% | 2%
40 | O=C(CN(Cc1ccco1)C(=O)CCC(=O)Nc1ccccn1)NCCc1ccccc1 | 1% | i | ? | ? | 7% | i | 19% | i | -1% | -27% | 0%
41 | Cc1ccc(-c2nn(C)c(=O)c3ccccc23)cc1S(=O)(=O)N1CCOCC1 | 2% | i | i | i | 2% | i | 10% | i | -1% | ? | 0%
42 | O=C(Nc1ccc(Br)cc1)N1CCCCCCC1 | -11% | i | i | i | 34% | i | 4% | i | 0% | 10% | 1%
43 | c1csc(CSc2nc3ccccc3s2)c1 | -20% | i | i | ? | -8% | i | 14% | i | -1% | 1% | 2%
44 | CCn1c(SCC(=O)Nc2ccccc2F)nc2c(c1=O)SC(C)C2 (stereo not given) | -1% | i | i | i | 7% | i | ? | i | -1% | 20% | 2%
45 | Cc1cc(N2C(=O)C(=O)/C(=C(/O)c3ccccc3)C2c2cccc(Br)c2)no1 (stereo not given) | 0%[25.5 µM] | i | i | ? | / | ? | / | ? | / | / | /
46 | COc1cccc(CN2CCNC(=O)C2CC(=O)O)c1OC (stereo not given) | 0% | / | / | / | -4% | / | 2% | / | 0% | / | -2%
